D2 ag: agonists of human D2 dopamine receptor; P14416; HEK293 T-REx D2 cells, calcium flux agonist mode; activation, % at 2 µM; actives 0.53% (n = 340,000); AID 485358;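 active means activation over 3 SD above normal in the single-dose calcium agonist read, cut at about 30% in these data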; further: 0% is about no effect
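Tetracycline-induced HEK293 Trex cells with D2 receptor force-coupled to calcium signaling, plated overnight at 30 C and loaded with no-wash calcium dye. Calcium flux read kinetically for 180 s after compound addition; responses flag agonists.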
mIDH1 inhibitor: inhibitors of human mutant IDH1 R132H | IDH1-R132H enzyme, NADPH consumption, diaphorase/resazurin fluorescence | actives 0.093% (n = 390,000) | Potency, µM (titrated, usually from 76.6 µM), without a hit: top-dose activity change, negative = inhibition, hits mostly inhibitors | O75874; further: potency means the concentration at half of the fitted maximal effect; on the % scale 0 is the no-effect control and ±100 the full control effect; nearly all actives have a fitted effect of over 65% in size
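IDH1-R132H (0.5 ug/mL dispensed) in pH 7.5 Tris buffer was preincubated 30 min with compound, then given a substrate mix of 0.016 mM NADPH and 2 mM alpha-KG for 80 min at room temperature; remaining NADPH was read by diaphorase/resazurin fluorescence.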
TRHR PAM: TRH receptor (human) allosteric enhancement. TRHR cells, fluo-8 calcium fluorescence, EC20 TRH enhancement. P34981. enhancement, % at 2 µM. actives 0.66% (n = 360,000); in the data active means enhancement above about 30%; further: 0% is about no effect
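TRHR-expressing cells loaded with fluo-8 calcium dye were read kinetically (ex 480/em 530) during compound addition, then stimulated with an EC20 of TRH (10 nM final). Enhancement of the Gq-mediated intracellular calcium response was scored.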
D2 antag: D2 dopamine receptor (human) antagonism; P14416; HEK293 TREx D2 cells, calcium flux, dopamine EC80; inhibition, % at 10 µM; actives 2% (n = 340,000); AID 485344; in the data active means inhibition above about 30%; further: 0% is about no effect
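Tetracycline-induced HEK293 T-REx cells expressing D2 force-coupled to calcium signalling were dye-loaded, exposed to compound for 180 s, then challenged with an EC80 of dopamine; calcium flux was followed kinetically for a further 180 s.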
USP1-UAF1 inh: blocks the human USP1/UAF1 deubiquitinase complex; recombinant USP1/UAF1, Ub-Rhodamine cleavage fluorescence; Potency, µM (titrated, usually from 57.1 µM), for inactives: at the top dose activity change, negative = inhibition, most hits filed as inhibitors; actives 0.23% (n = 390,000); further: potency means the concentration at half of the fitted maximal effect; on the % scale 0 is the no-effect control and ±100 the full control effect; nearly all actives have a fitted effect of over 60% in size; inactives centre near -12
Target sequence (O94782 whole entry, looked up): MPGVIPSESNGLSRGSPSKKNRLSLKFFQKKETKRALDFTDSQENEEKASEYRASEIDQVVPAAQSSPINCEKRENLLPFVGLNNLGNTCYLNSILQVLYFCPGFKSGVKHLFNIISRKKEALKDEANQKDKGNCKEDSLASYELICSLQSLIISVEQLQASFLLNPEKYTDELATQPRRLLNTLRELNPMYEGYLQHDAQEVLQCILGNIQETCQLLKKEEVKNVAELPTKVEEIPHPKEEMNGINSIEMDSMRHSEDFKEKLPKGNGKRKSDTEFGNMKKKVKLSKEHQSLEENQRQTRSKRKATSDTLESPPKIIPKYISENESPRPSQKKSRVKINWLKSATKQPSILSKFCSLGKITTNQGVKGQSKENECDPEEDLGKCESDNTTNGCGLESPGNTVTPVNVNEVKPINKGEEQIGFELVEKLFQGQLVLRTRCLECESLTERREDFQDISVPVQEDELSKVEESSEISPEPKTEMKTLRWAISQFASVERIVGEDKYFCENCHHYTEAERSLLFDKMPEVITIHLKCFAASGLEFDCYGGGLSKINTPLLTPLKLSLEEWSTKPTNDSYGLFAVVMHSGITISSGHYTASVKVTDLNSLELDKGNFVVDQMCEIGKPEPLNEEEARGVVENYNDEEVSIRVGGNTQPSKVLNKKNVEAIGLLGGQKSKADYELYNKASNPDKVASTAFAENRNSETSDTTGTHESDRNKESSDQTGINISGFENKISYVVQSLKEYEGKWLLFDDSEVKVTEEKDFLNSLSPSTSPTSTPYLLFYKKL
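USP1/UAF1 complex (1 nM) preincubated 15 min at room temperature with compound, then Ub-Rho substrate (150 nM final) added. Kinetic fluorescence at 480/540 nm over 6 reads at 60 s intervals; 50 mM HEPES pH 7.8, 0.5 mM EDTA, 0.1 mg/ml BSA, 1 mM TCEP, 0.01% Tween-20.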
TrxR1 inh: rat TrxR1 inhibition; O89049; recombinant rTrxR1, NADPH fluorescence consumption, selenite substrate; Potency, µM (series often up to 114 µM), for inactives: at the top dose activity change, negative = inhibition, hits mostly inhibitors; actives 1% (n = 390,000); further: potency means the concentration at half of the fitted maximal effect; on the % scale 0 is the no-effect control and ±100 the full control effect; nearly all actives have a fitted effect of over 65% in size
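Rat TrxR1 (90 nM in the dispensed reagent) was pre-reduced with 400 uM NADPH for 5 min at room temperature, then incubated with compound for 15 min. After 400 uM selenite was added, NADPH fluorescence (Ex 340/Em 450 nm) was followed for 8 min.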
TrxR1 substrate: is turned over as a substrate by rat TrxR1; actives 0.01% (n = 390,000); O89049; Potency, µM (series often up to 114 µM), for the others: top-dose activity change, negative = substrate turnover; purified TrxR1 substrate turnover, NADPH consumption readout; further: potency means the concentration at half of the fitted maximal effect; on the % scale 0 is the no-effect control and ±100 the full control effect; nearly all actives have a fitted effect of over 50% in size
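Rat TrxR1, dispensed at 90 nM, was prereduced with 400 uM NADPH (final) for 5 min at ~22 deg C, then incubated with compound 15 min before 400 uM selenite. A first-read NADPH fluorescence drop versus no-compound background flagged substrates.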
TRHR agonist: TRH receptor (human) agonism; P34981; TRHR cells, calcium flux fluo-8, FDSS agonist mode; activation, % at 2 µM; actives 0.18% (n = 360,000); AID 493084; in the data active means activation above about 30%; further: 0% is about no effect
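Fluo-8-loaded TRHR cells; 10 s baseline, compound added, kinetic Ca2+ fluorescence read 1/s, agonist mode.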
Pin1 inh: inhibitors of human Pin1; Q13526; Pin1 FP peptide displacement, HiFluor488, 10 min; Potency, µM (top dose mostly 115 µM), for the others: at the highest dose activity, negative = inhibition, usual class: inhibitors; actives 0.009% (n = 390,000); active means well fitted inhibition curve with a large enough effect in the polarisation, with a control signal flat, not every such curve was filed as active; inconclusive means small, poorly fitted or top-dose-only effect, or effect the other way, or a change in a side signal; inactive means no such curve, though single readings can be large or run the other way; the % refers to the polarisation; further: potency means the concentration at half of the fitted maximal effect; on the % scale 0 is the no-effect control and ±100 the full control effect
Target sequence (Q13526 whole entry, looked up): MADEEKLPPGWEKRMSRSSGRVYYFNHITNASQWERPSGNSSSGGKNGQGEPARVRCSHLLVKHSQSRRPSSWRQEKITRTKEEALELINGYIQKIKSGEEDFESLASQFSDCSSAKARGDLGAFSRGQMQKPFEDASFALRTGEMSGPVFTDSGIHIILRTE
Numbers without * were called inactive; ? = inconclusive; · = not tested or not shown; [ ] = another dose, or the depositor's remark. Unless noted, the call rests on the fitted dose curve; in most records, active means well fitted inhibition curve with a large enough effect; inconclusive means small, poorly fitted or top-dose-only effect; inactive means no such curve, though single readings can be large or run the other way. An excerpt (hit frequency here may not be typical).

canonical_smiles	D2 ag	mIDH1 inhibitor	TRHR PAM	D2 antag	USP1-UAF1 inh	TrxR1 inh	TrxR1 substrate	TRHR agonist	Pin1 inh
COc1ccccc1NC(=O)c1cc2c(=O)oc3ccc(C)cc3c2s1	-0.1	-13%	5	·	20%	20%	9%	0.4	4%
CCC(=O)Nc1ccc(C(=O)OCC(=O)c2cccs2)cc1	-0.1	-6%	4	-11	-13%	6%[57.1 µM]	8%[0.0914 µM]	-0.1	-2%
CCCc1cc(CNC(=O)C2CCC(=O)N(CCc3cccc(F)c3)C2)on1 (stereo not drawn)	-0.4	-4%	-5	12	-30%	30%	7%	-0.7	-3%
O=C1CC(c2ccc(F)cc2)CC(O)=C1C=NCCN1CCN(C(=O)Nc2ccccc2)CC1 (stereo not drawn)	-0.2	6%	-2	0	-26%	9%[57.1 µM]	11%[57.1 µM]	-0.2	2%
CC(=O)c1nn(-c2ccc(Cl)cc2)cc1C(=O)c1ccccc1	·	2%	·	·	-5%	5%[57.1 µM]	-4%[57.1 µM]	·	-2%
COc1ccc(N=C(N)N=C(N)N)c(OC)c1	2.0	7%	1	-12	-15%	0%	-2%	0.1	-4%
O=C(CCC1CCCN(C(=O)c2cc3ccccc3o2)C1)NCc1ccc(F)c(F)c1 (stereo not drawn)	·	6%	·	·	-23%	25%	3%	·	?
COc1ccc(-c2nc3c4ccccc4ccn3c2CN2CCCCC2)cc1	2.0	-1%	1	-14	-20%	37%[activator]	15%	-0.3	-5%
COc1cccc(-c2ccc(SCC(=O)N3CCOCC3)nn2)c1	·	6%	-4	·	-20%	16%[57.1 µM]	-2%	-0.5	-7%
CC(=O)c1cn(CC(=O)Nc2c(C)cccc2C)c2ccccc12	0.1	1%	-5	-12	-4%	-6%[11.4 µM]	-7%[11.4 µM]	0.9	-1%
O=C(Nc1ccc(N2CCOCC2)cc1)c1c(F)cccc1Cl	0.2	4%	-5	11	-15%	34%[57.1 µM]	9%[57.1 µM]	0.0	6%
S=c1[nH]nc(-c2cccc(Cl)c2)n1/N=C/c1ccco1	-0.1	15%	5	4	-10%	-34%[57.1 µM]	3%[57.1 µM]	-1.0	3%
COCOc1ccc(-c2cc(=O)c3c(OCOC)cc(OCOC)cc3o2)cc1	·	-5%	·	·	-28%	-9%	71%[activator]	·	?
COc1ccc(-c2noc(CN3CCN(c4ccccc4OC)CC3)n2)cc1OC	-0.3	1%	3	·	-16%	32%	1%	-0.3	2%
N=c1sccn1CC(=O)Nc1ccc(S(=O)(=O)N2CCOCC2)cc1	-0.7	8%	-5	3	-11%	5%[57.1 µM]	13%[57.1 µM]	-0.4	16%
CCOc1ccc(N2CC(C(=O)N3CCCC3)CC2=O)cc1 (stereo not drawn)	0.1	1%	4	19	-20%	16%	3%	0.1	-1%
Cn1nc(NC(=O)CC23CC4CC(CC(C4)C2)C3)c2c(F)cccc21	2.4	-7%	2	-4	-8%	10%	-5%	0.7	6%
CSc1ccc(CN2C(=O)NC3(CCCCCCC3)C2=O)cc1	0.2	-5%	7	1	-9%	26%	-2%	0.3	-2%
N#CC1(Cc2ccc([N+](=O)[O-])cc2)c2ccccc2C=CN1C(=O)c1ccccc1 (stereo not drawn)	0.5	4%	-1	9	0%	14%	3%[57.1 µM]	0.1	6%
CC1(C)CC(NC(=O)CC(c2ccccc2)c2ccccc2)CC(C)(C)N1	1.0	-10%	-1	-5	-4%	0%[57.1 µM]	4%	-0.5	1%
Cc1ccc(N2C(=O)c3ccc(C(=O)Nc4cccnc4)cc3C2=O)c(C)c1	0.9	9%	9	-7	-8%	15%	8%	-0.2	?
CCOC(CNC(=O)c1ccc2c(c1)ncn2-c1ccccc1OC)OCC	-0.6	0%	-1	13	-7%	-3%	2%	-0.4	0%
COc1cc(NC(=O)COC(=O)/C=C/c2c(C)nn(C3CCS(=O)(=O)C3)c2Cl)cc(OC)c1OC (stereo not drawn)	0.6	1%	-4	-10	-6%	15%[57.1 µM]	10%[57.1 µM]	-0.2	4%
CCOC(=O)C1=C(COC(=O)/C=C/c2ccc(SC)cc2)NC(=O)NC1C (stereo not drawn)	0.0	-5%	2	-15	-9%	0%[57.1 µM]	29%[57.1 µM]	0.0	4%
Cc1ccc(OCc2nnc(SCC(=O)N3CCc4ccccc43)n2C)cc1	·	12%	·	·	-3%	-3%	6%	·	3%
COc1ccc2c(COC(=O)CNS(=O)(=O)c3ccccc3)cc(=O)oc2c1	·	-10%	·	·	-22%	9%	188%[activator]	·	?
CCOc1ccc(-c2nc(SCC(=O)Nc3ccc4c(c3)OCO4)c(-c3ccc(F)cc3)[nH]2)cc1	0.5	0%	4	·	-13%	14%	3%	-0.7	2%
CN(C)CCCN(C(=O)c1ccc(S(=O)(=O)N(C)C)cc1)c1nc2ccc(F)cc2s1	0.4	-3%	-4	21	-21%	22%	4%	0.1	-1%
S=C(NC1CC1)N1CCCc2ccccc21	0.1	6%	4	-16	-22%	-2%	-6%	0.3	-2%
O=C(c1ccc([N+](=O)[O-])cc1)N1CCC(n2nnc3cc(F)ccc32)CC1	-0.4	1%	40*	-4	-20%	26%	6%	-0.5	16%
NNC(=O)c1ccc(Cl)cc1Cl	0.3	7%	-9	15	-18%	21%	4%	-0.4	-4%
CCOc1ccccc1CNC(=O)c1ccccc1NC(=O)C1=CSCCO1	0.3	-3%	-5	-1	-16%	28%	2%	0.3	5%
Cc1nnc(SCC(=O)Nc2ncc(Cl)cc2Cl)n1Cc1ccccc1	-1.6	-1%	2	-1	-16%	13%	4%	-0.9	0%
CCOC(=O)[C@H]1[C@H]2COc3ccc(Br)cc3[C@@H]2N2C(=O)CN(Cc3ccc(Cl)cc3)C(=O)[C@@]12C	·	-12%	·	·	-9%	14%	5%[57.1 µM]	·	?
O=C(/C=C/c1ccco1)N1CCC(Cc2ccccc2)CC1	1.6	5%	15	-7	5%	?	9%[57.1 µM]	-1.0	?
CSc1nc2ccc3nc(NC(=O)c4ccc(C)cc4)sc3c2s1	1.7	1%	0	-19	?	18%	9%	0.0	2%
Cc1cc([N+](=O)[O-])ccc1NC(=O)Nc1ccc(F)cc1F	6.5	9%	-4	17	-21%	8%[57.1 µM]	4%[57.1 µM]	1.3	-2%
Cc1ccc(-c2nnc(SCc3ccccc3F)o2)cc1	0.3	12%	-3	19	-9%	14%	-6%	0.4	2%
Cc1cccc(N2CCN(C(=O)c3cccn3-c3nnc(N4CCCCC4)s3)CC2)c1C	0.1	10%	0	·	?	-1%[57.1 µM]	-9%[57.1 µM]	-0.6	2%
c1csc(-c2nnc(COc3ncnc4sccc34)o2)c1	-0.1	-5%	-1	5	-20%	10%	1%	0.5	16%
CC(C(=O)N1CCCC1)N(c1ccccc1)S(C)(=O)=O (stereo not drawn)	0.7	·	-5	-1	·	·	·	0.2	·
CCOC(=O)c1[nH]c2ccccc2c1NC(=O)C(C)(C)C	0.8	-4%	-2	2	?	16%	26%	0.0	6%
C=CCOc1nc2c(c(=O)n(C)c(=O)n2C)n1Cc1ccccc1	-1.4	-2%	-4	-8	-2%	3%[57.1 µM]	-2%	-0.5	4%
COc1ccc(Nc2ccnc(Nc3ccc(OC)cc3)n2)cc1	·	5%	-3	·	-5%	20%[57.1 µM]	6%[57.1 µM]	0.0	-1%
C=CCn1cccc(C(=O)Nc2ccc(C)cc2)c1=O	1.5	6%	10	19	-18%	10%[57.1 µM]	5%[57.1 µM]	0.2	15%
O=C(CSc1nnc(-c2ccccc2)o1)N1CCc2ccccc2C1	2.2	2%	2	1	-5%	-16%[57.1 µM]	0%[57.1 µM]	0.9	?
O=C(NN1C(=O)NC2(CCCCC2)C1=O)c1ccc(Cl)c(Cl)c1	0.0	-9%	10	0	-4%	-2%	0%	-1.5	?
CCn1c(/C=C/c2ccc(O)cc2)nc2ccccc2c1=O	-1.2	8%	-4	-3	-6%	-5%[11.4 µM]	0%[11.4 µM]	-2.5	0%
COc1ccc(OC)c(NC(=O)CN(C)S(=O)(=O)c2ccc3nc(C)sc3c2)c1	·	4%	4	·	-10%	4%	-3%	-0.7	46%[activator]
CCc1ccc(CN(C)C(=O)c2cc(=O)c3ccccc3o2)cc1	-2.2	-7%	3	-7	-9%	7%	2%	-0.7	-3%
CNc1nc(-c2ccccc2)nc(-c2ccc(OC)cc2)c1C#N	0.0	0%	-6	-8	-9%	-6%	-5%	0.5	5%
COc1cc2nc(CN3CCN(S(=O)(=O)c4cc(C)ccc4C)CC3)[nH]c(=O)c2cc1OC	·	7%	·	·	-13%	10%	13%	·	1%
COc1ccccc1CNC(=O)C1=C(C)C(=O)OC12CCC(C)CC2 (stereo not drawn)	-0.2	5%	1	47*	-28%	20%[57.1 µM]	10%[57.1 µM]	1.8	-14%
